# Assay outcomes as filed in PubChem BioAssay.
# PERK inh: inhibitors of human PERK kinase. CHO PERK-DD fusion, SEAP luminescence translation reporter. inhibition, % at 5.6 µM. 220,000 tested, 0.17% active. AID 1416;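 active = inhibition above the mean inhibition of all tested compounds plus 3 SD, set separately per screening campaign, cut at about 2.9% in these data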;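 also: PERK kinase domain activated by AP20187 dimerizer at 100 nM; 0% = DMSO with dimerizer and 100% = rapamycin at 8.4 µM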
# EBV gp42 block: inhibitors of Epstein-Barr virus glycoprotein 42 | Fluorescence polarization binding assay, mP read-out | AID 1085 | Q1HVG2 | inhibition, % (tested at 21.74 µM) | 220,000 tested, 0.42% active; in the data active = inhibition above about 50%
# Target sequence (Q1HVG2 whole entry, looked up): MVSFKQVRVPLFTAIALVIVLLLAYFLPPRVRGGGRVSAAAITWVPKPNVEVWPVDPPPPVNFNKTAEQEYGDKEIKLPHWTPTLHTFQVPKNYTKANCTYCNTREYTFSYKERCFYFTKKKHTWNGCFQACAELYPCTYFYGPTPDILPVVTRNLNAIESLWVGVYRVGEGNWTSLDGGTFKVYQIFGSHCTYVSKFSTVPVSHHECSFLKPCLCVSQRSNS
# m-calpain inh: calpain II (pig) inhibition; purified calpain II, fluorogenic peptide substrate, 30 min; inhibition, % at 16 µM; 220,000 tested, 0.37% active; AID 1236;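 active = inhibition above about 50%, limit read from the data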
# eIF4E-4G inh: eIF4E/eIF4G interaction inhibition in translation initiation | P63073+Q04637 | TR-FRET eIF4E-eIF4GI(517-606) binding, 2 h | inhibition, % at 21.7 µM | 220,000 tested, 0.37% active | AID 782;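 active = inhibition above about 30%, limit read from the data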;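 also: 0% = full FRET control wells and 100% = background wells lacking eIF4GI fragment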
# L929 necroptosis: blocks zVAD induced death of L929 cells | viability rescue, % at 10 µM | AID 1377 | 220,000 tested, 0.38% active | L929 zVAD necroptosis rescue, ATP luminescence, 24 h; with zVAD 60 µM;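 active = activation, scaled between plate controls, above about 75%, limit read from the data; inactive = activation under that limit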;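 also: 0% = zVAD with DMSO and 100% = DMSO alone without zVAD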
# Rad51 HR inh: Rad51 (human) homologous recombination inhibition. inhibition, % at 10 µM. 200,000 tested, 0.085% active. hRad51 DNA strand exchange, fluorescence dequenching. Q06609. AID 1385;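 active = inhibition above 40% at the single screening dose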;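 also: 0% = DMSO control wells and 100% = blanks with heterologous ssDNA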
# Target sequence (Q06609 whole entry, looked up): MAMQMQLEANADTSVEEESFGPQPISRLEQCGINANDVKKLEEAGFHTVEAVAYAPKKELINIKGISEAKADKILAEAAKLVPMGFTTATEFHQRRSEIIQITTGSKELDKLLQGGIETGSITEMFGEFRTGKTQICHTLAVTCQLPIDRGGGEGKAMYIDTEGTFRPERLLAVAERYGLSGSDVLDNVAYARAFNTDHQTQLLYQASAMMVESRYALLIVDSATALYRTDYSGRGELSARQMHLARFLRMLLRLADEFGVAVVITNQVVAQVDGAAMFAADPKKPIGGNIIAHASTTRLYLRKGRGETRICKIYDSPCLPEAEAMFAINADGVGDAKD
#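 material = hRad51 filaments on single-stranded DNA | timing = filaments 15 min 37 °C, then compound 30 min | signal = FRET fluorescence dequenching, excitation 485 nm, emission 520 nm | benchmarks = control wells and blank wells on each plate | evaluation = percent inhibition relative to plate controls and blanks | compound = 10 µM final, single point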
# Mdm2 ligase inh: inhibitors of human Mdm2 E3 ubiquitin ligase | cell-based MDM2 ubiquitination luciferase reporter, 2 h; 0 = plate control, 100 = twice control, blank-subtracted | 210,000 tested, 0.11% active | signal enhancement, % at 5 µM | Q00987;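 active = signal enhancement of 30% or more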;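 also: luminescence tracks abundance of the self-degrading MDM2-luciferase fusion protein; higher signal means inhibition of MDM2 E3 ligase activity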
# Target sequence (Q00987 whole entry, looked up, the tested form may be a part): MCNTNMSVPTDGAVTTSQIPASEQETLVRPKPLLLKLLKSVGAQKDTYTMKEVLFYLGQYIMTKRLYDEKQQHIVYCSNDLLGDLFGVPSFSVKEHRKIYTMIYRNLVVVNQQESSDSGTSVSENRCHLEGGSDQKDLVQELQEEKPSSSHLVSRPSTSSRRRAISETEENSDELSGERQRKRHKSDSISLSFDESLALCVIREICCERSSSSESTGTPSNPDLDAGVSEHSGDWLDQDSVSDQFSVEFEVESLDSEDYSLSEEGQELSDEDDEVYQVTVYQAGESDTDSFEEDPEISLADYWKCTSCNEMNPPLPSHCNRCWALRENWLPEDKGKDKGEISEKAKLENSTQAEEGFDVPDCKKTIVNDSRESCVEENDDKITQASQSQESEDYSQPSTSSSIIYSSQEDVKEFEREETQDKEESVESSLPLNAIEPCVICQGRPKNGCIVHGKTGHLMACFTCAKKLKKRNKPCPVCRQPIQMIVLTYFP
#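 Timing – 2 h compound exposure at 37 °C · Assay system – mammalian cells stably expressing self-ubiquitinating, self-degrading MDM2 E3–luciferase fusion · Amount – 2000 cells seeded into each well · Measure – % luminescence enhancement versus blank-corrected plate control mean · Measured by – SteadyLite luminescence, 15 min reagent step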
# Cl transport mod: modulates chloride dependent transport by human KCC2; AID 1456; B-score of Tl+ flux slope (higher = more flux/activation; lower = inhibition) at 10 µM; Q9H2X9; 190,000 tested, 2.2% active; KCC2 cells, thallium flux FluoZin-2 fluorescence;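 active = thallium flux slope and its plate-corrected score both differing from the plate sample mean at a set confidence after two filtering rounds, in either direction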;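 also: slope of fluorescence scaled to starting intensity during 10 to 20 s after thallium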
# TNF necrop inh: blocks TNF-alpha induced death of Jurkat FADD-/- cells; Jurkat FADD-/- TNF necroptosis rescue, ATP luminescence, 24 h; 0 = TNF only, 100 = no-TNF cells; activation (protection from cell death), % at 10 µM; 220,000 tested, 0.068% active; AID 463075;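 active = activation, meaning protection from cell death, of at least 50% relative to plate controls; inactive = activation below 50%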;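 also: necroptosis triggered by 40 ng/mL TNF-alpha added together with compound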
# Starred values were filed as active, the others as inactive; i = inactive; / = not tested or not shown; [ ] = another dose, or the depositor's remark. The order is random. Share with any hit: about 3.6%.
SMILES,PERK inh,EBV gp42 block,m-calpain inh,eIF4E-4G inh,L929 necroptosis,Rad51 HR inh,Mdm2 ligase inh,Cl transport mod,TNF necrop inh
CC(C)(C)N(Cc1ccccc1)C(=O)CSc1nnc(CNc2ccc(F)cc2)o1,0.6,-2.4,-4.4,0.9,0.1,1.0,5.7,-5.32*,-0.7
Cc1cccc(C(=O)NN2C(=O)C3C(c4ccccc4)C=CC(c4ccccc4)C3C2=O)c1 (configuration not stated),0.4,5.5,24.9,-4.2,0.0,1.6,-8.9,-0.293,-1.6
O=C(O)CCCC(=O)Nc1nc(-c2ccc(F)cc2)cs1,1.1,-7.8,16.6,1.7,0.0,-9.5,1.9,1.77,-1.4
CCCC(=O)n1nc(-c2ccccc2)nc1SC,0.1,-16.2,-26.2,-3.5[fluorescence artefact?],0.3,/,/,0.673,-1.8
COc1cccc(N2CCN(C3CC(=O)N(c4cccc(Cl)c4)C3=O)CC2)c1 (configuration not stated),0.5,-12.2,4.7,-1.8,0.6,2.9,-5.4,0.112,0.0
CN1C=CC=C/C1=C1\SC(=S)N(CC(=O)O)C1=O,0.6,-16.8,-12.6,0.2,7.6,-4.9,-1.1,-0.645,0.6
Cc1cc(/C=C(\C#N)C(=O)OCC(=O)Nc2ccc(OC(F)F)cc2)c(C)n1CC(C)C,0.2,-49.3,-36.3,3.9[fluorescence artefact?],4.6,-4.9,-12.1,-1.21,4.7
COc1ccc(N2CCN(c3cc(C)c4ccc(O)cc4n3)CC2)cc1,0.8,-14.4,-91.9,-0.9[fluorescence artefact?],2.9,2.8,-13.9,-0.207,3.4
N#CC1=C(N)Oc2cc(O)c(C=Nc3ccccc3)cc2C1c1ccccc1 (configuration not stated),0.6,-24.3,-7.5,-0.3,4.8,-355.8,-2.9,-0.724,0.6
CN(CC1CCCO1)S(=O)(=O)c1ccc(C(=O)Nc2nc3cc4c(cc3s2)OCO4)cc1 (configuration not stated),-0.3,/,/,/,-0.1,/,/,-1.15,-10.2
Cc1cnc(C(=O)OCC(=O)Nc2cccc(Cl)c2)cn1,1.6,-1.6,-48.0,-4.5[fluorescence artefact?],-0.4,-5.0,-0.4,-1.4,0.4
O=C(NCc1ccccc1)N1CCC(CO)(Cc2cccc(F)c2)CC1,-0.3,8.8,-7.8,-5.0,0.2,-8.4,-34.3,0.686,-1.4
COc1ccc(-n2c(C)cc(-c3csc(NC(=O)c4ccc(S(=O)(=O)N(C)C)cc4)n3)c2C)cc1,-0.3,-12.5,-31.4,9.8[fluorescence artefact?],2.1,-4.2,6.1,-0.333,1.0
COc1ccc(-n2cc3c(-c4cccc(Br)c4)nnc(C)c3n2)cc1,-1.5,7.9,19.5,-17.1,-0.7,3.4,-14.9,-2.3,-2.7
C=CCn1c(Cc2cccs2)nnc1SC/C=C/c1ccccc1,-0.2,-15.8,18.2,-9.0,0.5,1.7,-10.8,-3.99*,1.5
COc1ccc(N(CC(=O)O)S(=O)(=O)c2ccc(OC)c(OC)c2)cc1,-0.5,-4.7,13.5,-0.1,1.8,2.2,/,/,-0.6
COc1ccccc1OCc1ccc(C(=O)NN)cc1,-0.3,-9.6,-4.1,4.0,-1.5,-2.0,-30.6,0.951,0.6
COc1ccc(S(=O)(=O)N2CCCOC2CNC(=O)C(=O)NCc2ccco2)cc1 (configuration not stated),0.4,3.1,-23.3,0.1,0.5,-3.7,-5.2,-0.719,1.4
O=C(NCCN1CCCCC1)c1cc2ccccc2[nH]1,0.2,-10.4,-17.6,2.7,2.5,-5.3,-5.5,-0.026,4.9
Cc1ccccc1CN1CCSc2sccc2C1=O,1.1,-0.1,-8.2,-2.2,2.5,8.5,11.6,-1.18,3.5
Cc1ccc(N2CCN(CC3CC=CCC3)CC2)cc1 (configuration not stated),-0.2,-4.1,-10.3,-3.7[fluorescence artefact?],-0.3,0.5,-4.9,0.169,1.6
CN(CC(=O)Nc1ccc(S(=O)(=O)N2CCCC2)cc1)Cc1ccc(Cl)c(Cl)c1,-0.8,-10.7,31.1,10.9,0.6,-25.5,-0.8,-0.0785,5.2
O=C(COc1ccc(S(=O)(=O)N2CCOCC2)cc1)Nc1ccc(Cl)c(C(F)(F)F)c1,-0.3,-20.4,-6.3,-6.9,0.2,-0.7,-15.7,-1.29,-4.8
COc1ccc(C(=O)c2coc3ccc(O)c(CN4CCCC4)c23)cc1,-1.3,-8.7,-10.9,1.2[fluorescence artefact?],-0.1,2.1,-11.0,/,1.7
COc1ccc(-c2ccnc(SCC(=O)Nc3ccccn3)n2)cc1,-0.5,-18.1,-24.1,-0.9,-0.4,-2.4,-5.2,-0.473,-0.3

# The final three compounds of the section before lead into the next:
SMILES,PERK inh,EBV gp42 block,m-calpain inh,eIF4E-4G inh,L929 necroptosis,Rad51 HR inh,Mdm2 ligase inh,Cl transport mod,TNF necrop inh
O=C(COc1ccc(S(=O)(=O)N2CCOCC2)cc1)Nc1ccc(Cl)c(C(F)(F)F)c1,-0.3,-20.4,-6.3,-6.9,0.2,-0.7,-15.7,-1.29,-4.8
COc1ccc(C(=O)c2coc3ccc(O)c(CN4CCCC4)c23)cc1,-1.3,-8.7,-10.9,1.2[fluorescence artefact?],-0.1,2.1,-11.0,/,1.7
COc1ccc(-c2ccnc(SCC(=O)Nc3ccccn3)n2)cc1,-0.5,-18.1,-24.1,-0.9,-0.4,-2.4,-5.2,-0.473,-0.3
CCCn1c(CNC(=O)c2cccs2)nc2ccccc21,0.0,-15.5,3.1,0.1,0.3,-1.6,2.0,-0.303,0.8
N#Cc1c(N2CCOCC2)nsc1-c1ccccc1,1.8,-14.9,3.0,-1.3,1.3,25.7,-9.6,-0.567,0.7
O=C(CN1CCCCCC1)Nc1ccc(Oc2ccccc2)cc1,0.5,-5.0,0.4,0.4,1.6,/,-14.4,i,2.2
Cc1ccc(S(=O)(=O)CNC(=O)c2ccccc2)cc1,1.3,-13.3,-36.6,4.7[fluorescence artefact?],1.1,-4.2,-10.2,/,1.0
COc1ccc(-c2cc(C(F)(F)F)nc(S(=O)(=O)CCCC(=O)Nc3cc(C)on3)n2)cc1OC,0.8,-2.6,-41.0,0.9,51.0,-1.2,14.8,-0.341,-14.4
CCOC(=O)c1c(-c2ccc(C)o2)csc1NC(=O)CN(C)CC(=O)Nc1ccc(C)cc1,-0.7,1.3,-72.7,-20.3,-0.6,-6.0,-12.0,-0.708,1.1
O=C(COC(=O)c1ncc(Cl)c(Cl)c1Cl)c1ccc(Cl)s1,0.9,4.9,-6.5,1.7,0.2,3.1,15.6,-0.926,1.1
CCCCN(CC)CCCNC(=O)c1cc2c(=O)n(C)c3ccccc3c2n1C,-0.2,-20.0,-25.9,-8.2,80.1*,-4.5,-15.8,-1.11,-0.8
CCOC(=O)c1c(-c2ccccc2)oc2ccc(O)c(CN3CCCC3)c12,-1.2,-24.9,8.7,2.0,1.0,0.2,0.2,0.405,0.9
CCN(CC)CCN(C(=O)c1cccc(N2C(=O)CCC2=O)c1)c1nc2cc3c(cc2s1)OCO3,1.0,-4.6,7.5,-3.6,1.7,4.9,-11.4,-0.433,2.4
O=C(COc1ccccc1Cl)NNC(=O)C1CCCO1 (configuration not stated),1.8,-1.6,-42.7,3.3[fluorescence artefact?],0.1,3.9,5.3,/,-1.5
COc1ccc(/C=N/Nc2nc(-c3cccnc3)nc3ccccc23)c(OC)c1,-0.3,-42.1,-26.1,11.0,0.3,-28.2,-13.0,0.0151,-14.4
CC(=O)NC1C(=O)N(CCc2ccccc2)c2ccccc21 (configuration not stated),-1.6,3.1,10.6,-1.8,0.0,-2.0,-4.7,0.437,-0.1
O=C1N2CN(C(c3ccccc3)c3ccccc3)CN=C2SC1(CO)CO,1.0,-11.0,15.2,-0.2,0.7,-3.7,-1.8,0.0959,-0.2
CSC(=S)N/N=C/c1ccccc1,1.1,-7.5,-5.2,4.5,0.0,-1.4,-12.4,170*,0.5
COC(=O)c1cc(Br)ccc1OC(=O)c1cccnc1,1.3,-2.5,10.7,-3.6,-0.2,-2.4,3.6,-0.203,-2.2
Cc1cc(=O)[nH]c(SCC(=O)Nc2ccc(S(N)(=O)=O)cc2)n1,0.6,-7.9,-91.6,1.8,8.6,-2.4,7.0,-0.0304,0.5
O=C(Cc1ccccc1)Nc1ccc(NC(=O)c2cccs2)cc1Cl,-0.8,9.2,-33.0,1.0,48.0,0.9,-7.5,0.407,0.7
O=C(NCCCc1ccccc1)c1cnc2n(c1=O)CCS2,-0.3,-12.3,-108.2,11.3,/,/,5.3,-1.14,0.3
COc1cccc(CN2CCC(C(=O)N3CCN(c4ccccc4F)CC3)CC2)c1OC,-1.4,-18.6,-10.3,-9.0,-0.4,/,-2.3,-0.0909,-1.3
Cc1cccc(C(=O)N/N=C/c2ccccn2)c1,1.3,4.1,23.8,5.4,1.9,-7.8,3.4,-1.87,-2.6
CC(=O)Nc1ccc(S(=O)(=O)NCC(=O)OCC(=O)N2CCCc3ccccc32)cc1,0.3,-23.1,-9.6,4.8,0.6,/,-8.1,-0.475,2.3
O=C(/C=C/c1ccccc1[N+](=O)[O-])N1CCN(C(=O)c2ccco2)CC1,1.2,-0.9,-20.0,-2.1,0.9,5.8,6.9,-0.749,0.1
O=C(O)c1nn(CC(=O)N2CCN(S(=O)(=O)c3ccc(Cl)cc3)CC2)c(=O)c2ccccc12,0.8,-18.0,17.4,-0.6,1.0,-1.0,-3.4,1.74,6.0
COc1ccc(C2=CC(=O)CC(c3ccc(OC)cc3)C2)cc1 (configuration not stated),1.9,-1.9,16.4,-3.6,0.2,25.3,1.2,-0.462,2.6
# New compounds follow:
SMILES,PERK inh,EBV gp42 block,m-calpain inh,eIF4E-4G inh,L929 necroptosis,Rad51 HR inh,Mdm2 ligase inh,Cl transport mod,TNF necrop inh
CO/N=C/c1ccc(Oc2ccc(C)cc2)c([N+](=O)[O-])c1,0.4,-3.7,31.1,-2.2,-1.5,-3.5,-5.0,-2.05,-1.4
COc1ccc(NC(=O)Cc2c(SC)c3ccccc3n2Cc2ccccc2)cc1,-0.5,-1.8,40.1,0.5,-0.4,-4.8,-7.9,1.24,0.1
O=C(CN1C(=O)c2ccccc2S1(=O)=O)Nc1cccnc1,1.8,-12.1,24.8,-2.1,0.7,/,-5.1,-0.501,-0.8
Cc1ccc(-c2nc3n(n2)Cc2ccccc2-3)cc1,0.6,-8.9,-6.4,-0.9,-0.3,-6.0,-57.8,/,-3.1
CCCNC(=O)C1CCN(S(=O)(=O)c2ccc(-c3nn[nH]n3)cc2)CC1,1.9,-12.6,-13.0,-0.1[fluorescence artefact?],-0.3,6.2,-25.3,0.351,1.1
CC1CCCN(C(C(=O)Nc2ccc3c(c2)OCO3)c2ccccc2)C1 (configuration not stated),/,-12.0,9.1,0.9,0.6,-2.4,-12.0,0.249,1.0
CC(=O)Oc1ccc(C(=O)Nc2cc(NC(=O)c3ccc(OC(C)=O)cc3)cc(C(=O)NC(C)(C)C)c2)cc1,0.6,-19.1,-14.0,2.3[fluorescence artefact?],1.8,7.6,1.8,0.328,3.2
Cc1nn2c(-c3ccc(Cl)cc3Cl)nnc2s1,-1.1,-7.1,-29.4,-10.2,0.4,10.5,-9.5,-4.47,-2.9
CCC(=O)Nc1ccc2c(c1)nc(CN1CCCCC1)n2C,0.9,-15.4,-26.9,0.0,12.6,-3.2,7.3,0.359,0.6
